# TRHR enhancer = allosteric enhancers of human TRH receptor. 0.66% of 360,000 active. enhancement, % at 2 µM. P34981. TRHR cells, fluo-8 calcium fluorescence, EC20 TRH enhancement. AID 493056; in the data active means enhancement above about 30%; further: 0% is about no effect
#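 Enhancer read-out: after compound pinning and an initial kinetic agonist-mode read, an EC20 of TRH (10 nM final) was injected and fluo-8 calcium signal (Ex 480/Em 530) followed at 1 s/cycle for 100 cycles in TRHR-expressing cells.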
# D2 ag = activates the human D2 dopamine receptor; P14416; HEK293 T-REx D2 cells, calcium flux agonist mode; activation, % at 2 µM; 0.53% of 340,000 active; AID 485358;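 active means activation over 3 SD above normal in the single-dose calcium agonist read, cut at about 30% in these data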; further: 0% is about no effect
# Target sequence (P14416 whole entry, looked up): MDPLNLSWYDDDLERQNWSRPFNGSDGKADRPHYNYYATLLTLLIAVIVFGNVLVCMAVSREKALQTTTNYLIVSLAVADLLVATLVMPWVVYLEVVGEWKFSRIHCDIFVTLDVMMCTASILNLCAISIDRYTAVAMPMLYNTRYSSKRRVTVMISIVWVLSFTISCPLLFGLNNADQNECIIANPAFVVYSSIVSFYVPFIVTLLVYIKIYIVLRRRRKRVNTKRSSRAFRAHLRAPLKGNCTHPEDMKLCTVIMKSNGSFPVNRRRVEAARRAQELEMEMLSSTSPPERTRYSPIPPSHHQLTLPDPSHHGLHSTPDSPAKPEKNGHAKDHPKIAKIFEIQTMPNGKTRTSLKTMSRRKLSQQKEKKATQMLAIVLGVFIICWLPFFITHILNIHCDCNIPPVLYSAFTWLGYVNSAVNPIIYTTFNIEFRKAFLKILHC
#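 Agonism is scored from calcium flux in a force-coupled, inducible HEK293 cell line expressing D2, read kinetically for 180 s after compound addition against dopamine controls.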
# TrxR1 inh = rat TrxR1 inhibition. AID 588453. Potency, µM (titrated, usually from 114 µM), inactives show top-dose activity change, negative = inhibition, hits mostly inhibitors. O89049. 1% of 390,000 active. recombinant rTrxR1, NADPH fluorescence consumption, selenite substrate; further: potency means the concentration at half of the fitted maximal effect; on the % scale 0 is the no-effect control and ±100 the full control effect; nearly all actives have a fitted effect of over 65% in size
# Target sequence (O89049 whole entry, looked up): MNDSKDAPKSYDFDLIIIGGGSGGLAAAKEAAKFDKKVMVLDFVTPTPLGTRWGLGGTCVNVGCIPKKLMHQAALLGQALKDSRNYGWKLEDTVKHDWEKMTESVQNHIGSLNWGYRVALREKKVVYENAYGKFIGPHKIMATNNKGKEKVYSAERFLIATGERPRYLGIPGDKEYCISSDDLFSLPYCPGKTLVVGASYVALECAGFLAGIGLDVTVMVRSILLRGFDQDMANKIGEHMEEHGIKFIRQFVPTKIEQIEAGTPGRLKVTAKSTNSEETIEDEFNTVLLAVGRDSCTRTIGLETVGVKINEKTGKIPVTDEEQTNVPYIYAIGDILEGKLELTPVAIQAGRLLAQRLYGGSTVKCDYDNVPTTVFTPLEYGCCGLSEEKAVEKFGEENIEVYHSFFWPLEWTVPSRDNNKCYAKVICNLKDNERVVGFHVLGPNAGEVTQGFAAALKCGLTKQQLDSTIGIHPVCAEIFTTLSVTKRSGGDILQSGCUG
#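 Rat TrxR1 (90 nM in the dispensed reagent) was pre-reduced with 400 uM NADPH for 5 min at room temperature, then incubated with compound for 15 min. After 400 uM selenite was added, NADPH fluorescence (Ex 340/Em 450 nm) was followed for 8 min.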
# TrxR1 substrate = substrates of rat thioredoxin reductase 1; O89049; purified TrxR1 substrate turnover, NADPH consumption readout; Potency, µM (highest dose often 114 µM), inactives show top-dose activity change, negative = substrate turnover; 0.01% of 390,000 active; AID 588456; further: potency means the concentration at half of the fitted maximal effect; on the % scale 0 is the no-effect control and ±100 the full control effect; nearly all actives have a fitted effect of over 50% in size
#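 Rat TrxR1, dispensed at 90 nM, was prereduced with 400 uM NADPH (final) for 5 min at ~22 deg C, then incubated with compound 15 min before 400 uM selenite. A first-read NADPH fluorescence drop versus no-compound background flagged substrates.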
# USP1-UAF1 inh = blocks the human USP1/UAF1 deubiquitinase complex; O94782; recombinant USP1/UAF1, Ub-Rhodamine cleavage fluorescence; Potency, µM (highest dose often 57.1 µM), for inactives: at the top dose activity change, negative = inhibition, most hits filed as inhibitors; 0.23% of 390,000 active; further: potency means the concentration at half of the fitted maximal effect; on the % scale 0 is the no-effect control and ±100 the full control effect; nearly all actives have a fitted effect of over 60% in size; inactives centre near -12
#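 High-throughput fluorogenic screen: 1nM USP1/UAF1 complex, Ub-Rho substrate 150nM final, 50mM HEPES pH 7.8 with 0.5mM EDTA, 0.1 mg/ml BSA, 1mM TCEP and 0.01% Tween-20.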
# Pin1 inh = inhibitors of human Pin1; AID 504891; Q13526; 0.009% of 390,000 active; Pin1 FP peptide displacement, HiFluor488, 10 min; Potency, µM (series often up to 115 µM), for the others: top-dose activity, negative = inhibition, usual class: inhibitors; active means well fitted inhibition curve with a large enough effect in the polarisation, with a control signal flat, not every such curve was filed as active; inconclusive means small, poorly fitted or top-dose-only effect, or effect the other way, or a change in a side signal; inactive means no such curve, though single readings can be large or run the other way; the % refers to the polarisation; further: potency means the concentration at half of the fitted maximal effect; on the % scale 0 is the no-effect control and ±100 the full control effect
# D2 antag = D2 dopamine receptor (human) antagonism; HEK293 TREx D2 cells, calcium flux, dopamine EC80; inhibition, % at 10 µM; 2% of 340,000 active; AID 485344; in the data active means inhibition above about 30%; further: 0% is about no effect
#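 Calcium flux kinetic readout in an inducible HEK293 TREx D2 line plated overnight at 30 C. After 180 s compound exposure, an EC80 dopamine challenge follows with another 180 s kinetic read to detect antagonism.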
# TRHR ag = agonists of human TRH receptor; TRHR cells, calcium flux fluo-8, FDSS agonist mode; P34981; AID 493084; 0.18% of 360,000 active; activation, % at 2 µM; in the data active means activation above about 30%; further: 0% is about no effect
#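 Fluo-8-loaded TRHR cells; 10 s baseline, compound added, kinetic Ca2+ fluorescence read 1/s, agonist mode.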
# mIDH1 inhibitor = human IDH1 R132H inhibition; IDH1-R132H enzyme, NADPH consumption, diaphorase/resazurin fluorescence; Potency, µM (highest dose often 76.6 µM), for the others: at the highest dose activity change, negative = inhibition, hits mostly inhibitors; 0.093% of 390,000 active; AID 602179; further: potency means the concentration at half of the fitted maximal effect; on the % scale 0 is the no-effect control and ±100 the full control effect; nearly all actives have a fitted effect of over 65% in size
#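 IDH1-R132H (0.5 ug/mL dispensed) in pH 7.5 Tris buffer was preincubated 30 min with compound, then given a substrate mix of 0.016 mM NADPH and 2 mM alpha-KG for 80 min at room temperature; remaining NADPH was read by diaphorase/resazurin fluorescence.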
# * = called active by the depositor; ? = inconclusive; · = not tested or not shown; [ ] = remark or other dose. Unless noted, the call rests on the fitted dose curve; in most records, active means well fitted inhibition curve with a large enough effect; inconclusive means small, poorly fitted or top-dose-only effect; inactive means no such curve, though single readings can be large or run the other way. An excerpt. The share of hits here may be higher or lower than overall.
1	Cc1ccccc1CCNC(=O)C1CCC(=O)N(C2CCCCCC2)C1 (configuration not stated)
2	Clc1cccc(Cc2nn[nH]n2)c1
3	CCCCn1c(N)c(N(CCOC)C(=O)CN2C(=O)NC3(CC(C)CC(C)(C)C3)C2=O)c(=O)[nH]c1=O (configuration not stated)
4	C/C=C/c1ccc(OCC(=O)OCC)c(OC)c1
5	CCn1ccnc1CN(C)Cc1cn(-c2ccc(C)cc2)nc1-c1ccc(F)cc1
6	O=S(=O)(Nc1c(F)cccc1F)c1ccc(Cl)nc1

screen / no.	1	2	3	4	5	6
TRHR enhancer	11.1	4.2	·	-4.1	1.3	-9.8
D2 ag	-0.1	·	·	·	0.7	-0.5
TrxR1 inh	-18.0%	31.9%	19.8%	12.0%	2.0%	-0.4%
TrxR1 substrate	-10.1%	5.5%	0.7%	-2.2%	2.7%	-9.6%[57.1 µM]
USP1-UAF1 inh	-0.5%	-20.9%	1.2%	0.5%	-10.1%	1.6%
Pin1 inh	-14.5%	-5.7%	-11.9%	10.6%	2.9%	-1.5%
D2 antag	-26.2	·	·	·	20.2	-36.6
TRHR ag	0.0	0.1	·	-0.3	0.2	-0.3
mIDH1 inhibitor	9.1%	5.7%	-10.2%	-7.8%	-7.9%	-1.1%

7	Cc1noc(C)c1COc1cccc(C(=O)NCc2ccccc2Cl)c1
8	S=C(NCCc1ccccc1)NCc1ccccc1Cl
9	Cc1ccc(Cl)cc1N1CCN(C(=O)CCCn2c(=O)c3cccn3c3cccnc32)CC1
10	COc1ccc(OCC(=O)NCCS(=O)(=O)N2CCN(c3ccc(F)cc3)CC2)cc1
11	Cc1ccccc1CC(=O)N1CCN(C(=O)c2ccco2)CC1
12	COCCNC(=S)NNC(=O)c1cc(C2CC2)nc2ccccc12

screen / no.	7	8	9	10	11	12
TRHR enhancer	-0.1	-6.5	-7.1	-2.1	0.2	1.9
D2 ag	-2.1	-1.3	0.8	0.1	0.0	0.2
TrxR1 inh	7.9%	-9.3%	37.6%[activator]	31.8%	12.4%	-9.3%
TrxR1 substrate	14.7%[57.1 µM]	-11.1%	10.1%	1.0%	-2.3%	-3.9%
USP1-UAF1 inh	-0.2%	-20.1%	-20.8%	-6.0%	-20.7%	-19.4%
Pin1 inh	0.2%	1.5%	42.2%[activator]	-9.0%	-4.5%	0.9%
D2 antag	7.6	-2.5	10.1	-2.2	6.3	-1.7
TRHR ag	0.5	0.2	-0.2	0.0	0.2	0.0
mIDH1 inhibitor	14.8%	-1.4%	0.9%	-7.4%	11.2%	-0.1%

# Three compounds from above, showing only mIDH1 inhibitor, TrxR1 substrate and TRHR enhancer:
cpd	molecule	mIDH1 inhibitor	TrxR1 substrate	TRHR enhancer
10	COc1ccc(OCC(=O)NCCS(=O)(=O)N2CCN(c3ccc(F)cc3)CC2)cc1	-7.4%	1.0%	-2.1
9	Cc1ccc(Cl)cc1N1CCN(C(=O)CCCn2c(=O)c3cccn3c3cccnc32)CC1	0.9%	10.1%	-7.1
12	COCCNC(=S)NNC(=O)c1cc(C2CC2)nc2ccccc12	-0.1%	-3.9%	1.9

# Next records.
13	COc1ccc(C(=O)NC(=C(Cl)Cl)S(=O)(=O)c2ccc(C)cc2)cc1
14	Nc1c(C(=O)Nc2ccccc2F)sc2nc(-c3ccco3)ccc12
15	CCc1ccc2c(c1)C(c1cccs1)=NNC(c1cccnc1)=N2
16	COc1cccc(/C=C2\Oc3cc(OCC(=O)N4CCCCC4)ccc3C2=O)c1OC
17	Cc1nnc(SCC(=O)Nc2ccc3c(c2)OCO3)s1
18	CC(C)C[C@H]1CN([C@@H](CC(C)C)CN2CCCC2CN2C(=S)NC[C@@H]2Cc2ccc(O)cc2)C(=S)N1CCc1ccccc1 (some centres not stated)

screen / no.	13	14	15	16	17	18
TRHR enhancer	-2.6	-3.3	-3.4	1.0	2.2	·
D2 ag	·	1.4	-1.0	0.4	0.7	·
TrxR1 inh	-19.2%	?	-5.4%	1.7%	9.8%	31.6%
TrxR1 substrate	-6.1%	23.4%	-9.1%	-11.3%	3.1%	10.1%
USP1-UAF1 inh	-20.5%	?	-17.7%	-8.1%	-1.2%	-29.7%
Pin1 inh	-5.6%	?	-2.0%	?	?	-4.4%
D2 antag	·	2.1	-2.5	2.2	1.1	·
TRHR ag	-0.6	1.6	-0.3	0.7	-0.8	·
mIDH1 inhibitor	-4.3%	3.5%	-17.0%	-2.3%	-5.4%	4.9%

# 4 structures from above, arranged by length of the SMILES, highest first:
18	CC(C)C[C@H]1CN([C@@H](CC(C)C)CN2CCCC2CN2C(=S)NC[C@@H]2Cc2ccc(O)cc2)C(=S)N1CCc1ccccc1 (some centres not stated)
13	COc1ccc(C(=O)NC(=C(Cl)Cl)S(=O)(=O)c2ccc(C)cc2)cc1
14	Nc1c(C(=O)Nc2ccccc2F)sc2nc(-c3ccco3)ccc12
15	CCc1ccc2c(c1)C(c1cccs1)=NNC(c1cccnc1)=N2

screen / no.	18	13	14	15
TRHR enhancer	·	-2.6	-3.3	-3.4
D2 ag	·	·	1.4	-1.0
TrxR1 inh	31.6%	-19.2%	?	-5.4%
TrxR1 substrate	10.1%	-6.1%	23.4%	-9.1%
USP1-UAF1 inh	-29.7%	-20.5%	?	-17.7%
Pin1 inh	-4.4%	-5.6%	?	-2.0%
D2 antag	·	·	2.1	-2.5
TRHR ag	·	-0.6	1.6	-0.3
mIDH1 inhibitor	4.9%	-4.3%	3.5%	-17.0%

# The listing continues:
19	COc1cc(C)c(S(=O)(=O)NOCc2ccccc2)c(C)c1C
20	CCN1c2ccccc2-c2nc(SCC(=O)Nc3cccc(C)c3C)ncc2S1(=O)=O
21	CC(=O)c1ccccc1OC(=O)c1ccc(-c2ccccc2)cc1
22	COc1ccc(NS(=O)(=O)c2ccc(NC(C)=O)cc2)cc1OC
23	Cc1nnc(-c2ccccc2)o1
24	CCOC(=O)C1CCN(C2=NC(=O)/C(=C/c3ccccc3OC)S2)CC1

screen / no.	19	20	21	22	23	24
TRHR enhancer	-4.5	-5.0	·	0.4	-2.4	-7.8
D2 ag	-1.9	-0.2	·	-0.7	-1.3	-0.3
TrxR1 inh	22.6%	19.5%[57.1 µM]	16.4%	21.6%	4.7%	2.4%
TrxR1 substrate	-7.7%	11.2%[57.1 µM]	1.6%	6.9%	-4.7%	-5.4%
USP1-UAF1 inh	-3.0%	-21.2%	-24.0%	-21.0%	-21.0%	-17.9%
Pin1 inh	-12.4%	36.6%[activator]	-1.4%	?	-7.8%	3.1%
D2 antag	-13.0	·	·	0.3	4.7	-34.2
TRHR ag	-0.6	-0.4	·	-2.4	-0.7	-0.1
mIDH1 inhibitor	-2.0%	-13.1%	2.0%	6.6%	-8.2%	0.0%

25	CCOc1cc(N(CC)CC)ccc1/C=C(/C#N)c1nc2ccccc2[nH]1
26	COc1ccc(N(C(=O)CNC(=O)c2cccs2)C(C(=O)NCC2CCCO2)c2ccccc2)c(OC)c1 (configuration not stated)
27	CN(C)S(=O)(=O)c1ccc(NC(=O)COC(=O)Cn2[nH]c(=O)c3ccccc3c2=O)cc1
28	Fc1ccc(-n2c(Cc3cccs3)n[nH]c2=S)cc1Cl
29	COc1ccc(NC(=S)N(CCC(C)C)C2CCN(C(C)C)CC2)cc1
30	COC(=O)C1=C(C)N(c2ccc(C)cc2)/C(=C/c2ccc(O)cc2)C1=O

screen / no.	25	26	27	28	29	30
TRHR enhancer	11.9	-11.9	5.2	-1.7	-3.8	-3.6
D2 ag	25.9	-0.3	-1.0	1.3	0.2	-1.1
TrxR1 inh	2.5%	14.5%[57.1 µM]	1.5%	-8.5%	17.4%	9.2%
TrxR1 substrate	-6.8%	-17.0%[57.1 µM]	-1.4%	4.8%	7.6%	-3.6%
USP1-UAF1 inh	30.2%[activator]	-19.3%	-21.7%	-12.9%	-21.5%	-26.5%
Pin1 inh	?	3.1%	1.4%	0.6%	-1.2%	6.7%
D2 antag	2.8	-12.8	-10.9	8.3	0.0	17.8
TRHR ag	40.9*	1.2	-1.0	0.7	0.2	-0.1
mIDH1 inhibitor	2.4%	2.7%	0.0%	10.3%	0.0%	-7.4%

31	CCOc1ccc(NC(=O)c2c(NCc3cccc(OC)c3OC)sc3c2CCC3)cc1
32	CCCc1c(C(=O)N/N=C/c2ccc(OCc3ccccc3)c(OC)c2)nnn1-c1nonc1N
33	CCCCCCN1C=C/C(=C\C=C(C#N)C#N)c2ccccc21
34	CCOC(=O)N1CCC(NC(=O)Cn2c3c(c(-c4ccccc4Cl)cc2=O)CCC3)CC1
35	CC(=O)Nc1ccc(/C=N/NC(=O)CNC(=O)c2ccccc2)cc1
36	C/C(=N/NS(=O)(=O)c1cccc([N+](=O)[O-])c1)c1ccc2c(c1)OCO2

screen / no.	31	32	33	34	35	36
TRHR enhancer	-2.9	5.7	-4.0	-9.2	-0.8	-4.4
D2 ag	-0.6	0.3	1.3	-0.7	-0.1	-0.1
TrxR1 inh	12.9%[57.1 µM]	33.7%[activator]	-19.7%	10.7%[57.1 µM]	4.0%[57.1 µM]	36.8%
TrxR1 substrate	-4.6%[57.1 µM]	21.1%	-1.0%	18.6%[57.1 µM]	-5.6%	10.6%
USP1-UAF1 inh	-19.0%	-15.1%	-1.8%	-21.6%	-19.6%	-13.8%
Pin1 inh	9.9%	5.5%	25.1%	-2.6%	0.2%	-3.5%
D2 antag	·	6.0	-3.5	2.7	-4.2	10.9
TRHR ag	-0.1	0.5	2.0	-0.2	0.7	0.5
mIDH1 inhibitor	-16.2%	0.0%	-3.3%	2.5%	0.0%	-2.1%

# Screens from PubChem.
